High-throughput results deposited in PubChem BioAssay by several laboratories.
TRPC6 inhibitor – blocks the mouse TRPC6 cation channel. Q61143. HEK293-TRPC6, membrane potential dye, ACh-evoked depolarization; stronger effect = lower value. B-score at 10 µM. 310,000 compounds, 1.1% hits. AID 2553;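 active = B-score under library mean minus 3 SD, initial fluorescence not abnormally high, positive integrated signal ratio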;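 also: B-score derived from integrated fluorescence ratio over the kinetic read; more negative B-score means stronger inhibition of depolarization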
KLF5 inhibitor – suppresses KLF5 promoter-driven expression. DLD-1 KLF5 promoter-luciferase reporter, luminescence. inhibition, % at 5 µM. 290,000 compounds, 0.23% hits. AID 1700;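 active = inhibition above a per-plate limit of that plate's mean compound inhibition plus 3 SD, cut at about 60% in these data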;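 also: 0% = DMSO wells and 100% = LY294002 at 200 µM; higher means less KLF5 promoter-driven luciferase light; inactives centre near -14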
TRPC4 act – activators of mouse TRPC4 channel | 310,000 compounds, 0.49% hits | HEK293 TRPC4beta/mu-opioid, Fluo4 calcium fluorescence; stronger effect = higher value | B-score at 10 µM | Q9QUQ5;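 active = B-score above 5 SD of library B-scores, and initial fluorescence ratio not above library mean plus 5 SD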;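 also: positive B-score marks a calcium rise read as TRPC4 activation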
Target sequence (Q9QUQ5 whole entry, looked up): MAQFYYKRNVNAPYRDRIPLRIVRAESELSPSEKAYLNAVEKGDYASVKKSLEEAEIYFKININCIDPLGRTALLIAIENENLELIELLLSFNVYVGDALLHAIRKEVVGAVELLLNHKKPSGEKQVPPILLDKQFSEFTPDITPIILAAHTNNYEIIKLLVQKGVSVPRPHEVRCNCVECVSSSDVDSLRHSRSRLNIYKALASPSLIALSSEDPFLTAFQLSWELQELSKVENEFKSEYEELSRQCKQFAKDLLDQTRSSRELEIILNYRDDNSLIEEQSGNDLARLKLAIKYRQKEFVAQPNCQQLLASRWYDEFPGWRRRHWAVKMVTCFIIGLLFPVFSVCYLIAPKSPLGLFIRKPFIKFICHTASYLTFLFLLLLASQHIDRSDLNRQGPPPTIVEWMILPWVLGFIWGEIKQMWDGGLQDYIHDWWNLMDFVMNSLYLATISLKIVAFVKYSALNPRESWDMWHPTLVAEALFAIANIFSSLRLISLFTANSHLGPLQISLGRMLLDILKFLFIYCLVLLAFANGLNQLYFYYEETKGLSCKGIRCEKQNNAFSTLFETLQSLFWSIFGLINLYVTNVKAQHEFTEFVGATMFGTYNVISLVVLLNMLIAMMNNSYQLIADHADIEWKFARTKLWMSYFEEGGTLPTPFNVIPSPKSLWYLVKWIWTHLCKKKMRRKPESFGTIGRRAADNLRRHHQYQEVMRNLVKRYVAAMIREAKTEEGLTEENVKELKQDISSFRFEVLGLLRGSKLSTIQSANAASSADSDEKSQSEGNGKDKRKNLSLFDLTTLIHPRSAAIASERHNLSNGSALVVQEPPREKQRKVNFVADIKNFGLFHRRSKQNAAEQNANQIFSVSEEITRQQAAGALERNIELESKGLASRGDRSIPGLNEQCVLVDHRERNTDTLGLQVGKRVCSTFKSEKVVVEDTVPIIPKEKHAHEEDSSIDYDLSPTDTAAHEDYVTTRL
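Test system: HEK293 cells stably co-expressing mouse TRPC4beta and mu-opioid receptor | Schedule: Fluo4 dye loading 45 min at room temperature, 110 s recording | Measured by: Kinetic Fluo4 calcium fluorescence, 5 s baseline at 1 Hz | Evaluation: B score of integrated ratio | Controls: Buffer (low) and maximal DAMGO (high)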
SKKanGAS inh – blocks kanamycin growth of S. pyogenes SKKanGAS strain; BacTiter-Glo, 6 h; inhibition, % at 7.5 µM; 300,000 compounds, 1.3% hits; AID 1662;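 active = mean replicate score, as percent of positive control median, at least 50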;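 also: strain carries kanamycin resistance gene driven by streptokinase promoter and grows in 40 µg/ml kanamycin; loss of luminescence reflects streptokinase promoter inhibition or plain growth inhibition; 0% = median of DMSO wells and 100% = positive control at its reference dose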
IEC-6 tox – IEC-6 cytotoxicity, counter-screen for KLF5 inhibitors | luminescence viability | inhibition, % at 5 µM | 290,000 compounds, 0.78% hits | AID 1825; in the data active = inhibition above about 22%;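 also: 0% = plate median of test compound wells and 100% = cytotoxic reference compound wells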
HIF activator – HIF pathway transcriptional activation. AID 1910. 300,000 compounds, 0.32% hits. activation, % at 7.5 µM (by protocol). U2OS HRE-luciferase reporter, luminescence; normalized: DMSO 0%, desferrioxamine 100%;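 active = mean activation of at least 10% of the iron chelator positive control signal, with at least half of replicates also reaching 10%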
TRPC4 potent – allosteric potentiators of mouse TRPC4 channel; 310,000 compounds, 0.42% hits; Q9QUQ5; HEK293 TRPC4beta/mu-opioid, DAMGO EC20, Fluo-4 Ca2+ flux; stronger effect = higher value; B-score at 10 µM;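 active = B-score of calcium response area above 5 SD of library B-scores, with initial fluorescence ratio within 5 SD of library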;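 also: B-score of integrated fluorescence ratio over time as area under calcium response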
TRPC6 act – activators of mouse TRPC6 channel | 310,000 compounds, 0.13% hits | HEK293-TRPC6 membrane potential dye fluorescence; stronger effect = higher value | B-score at 10 µM | Q61143;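 active = B-score of the integrated fluorescence ratio above library mean plus 3 SD, and starting fluorescence ratio within library mean plus 5 SD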;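 also: higher score means more depolarization so channel activation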
aSyn UTR inh – MLPCN primary screen, SNCA 5' untranslated region; alpha-synuclein 5'UTR reporter, inhibitor activity; inhibition, % (tested at 7.5 µM); 300,000 compounds, 0.82% hits; AID 1813; in the data active = inhibition above about 60%;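 also: H4 neuroglioblastoma cells stably carrying SNCA 5'UTR luciferase fusion; 0% = DMSO wells and 100% = positive control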
TRPC4 block – TRPC4 (mouse) channel inhibition. Q9QUQ5. HEK293 TRPC4beta/mu-opioid, DAMGO-evoked Fluo4 calcium flux; stronger effect = lower value. B-score at 10 µM. 300,000 compounds, 0.39% hits. AID 2247;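 active = B-score over 3 SD under the library average, no early fluorescence shift, positive overall ratio signal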
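System: stable TRPC4beta/mu-opioid receptor HEK293 cells; Dosing: single-point compound dosing; Measured by: Fluo4 Ca2+ flux fluorescence; Read-out basis: per-well B score of integrated baseline-normalized Fluo4 ratio.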
MrgX1 antagonist – antagonists of human MrgX1 receptor; B-score at 10 µM; 310,000 compounds, 1.3% hits; Q96LB2; MRGX1-HEK293 calcium flux, Fluo-4, BAM8-22 antagonism; stronger effect = lower value; AID 588676;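 active = calcium-response B-score plate-corrected more than 3 library SD below zero, starting fluorescence within 5 deviations, no agonist response on first addition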;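 also: peak minus trough fluorescence over baseline after final BAM8-22 challenge near maximal dose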
* hit, by the source's call; i = inactive; . = no result given.

SMILES | TRPC6 inhibitor | KLF5 inhibitor | TRPC4 act | SKKanGAS inh | IEC-6 tox | HIF activator | TRPC4 potent | TRPC6 act | aSyn UTR inh | TRPC4 block | MrgX1 antagonist
CCC(O)CNc1nc(SC)nc2sc3c(c12)CCN(C)C3 (stereo unspecified) | -7.2* | -40 | i | 2 | -5 | 0.2 | i | i | 15 | i | i
CC(C)Cn1c(SCC(=O)N2CCc3ccccc3C2)nc2cc(Cl)ccc2c1=O | i | -5 | i | 37 | 2 | 0.1 | i | i | 3 | i | i
COc1ccccc1CNC(=O)CCC(=O)Nc1nnc(C)s1 | i | -42 | i | 3 | -3 | 0.3 | i | i | 4 | i | i
CCOc1ccc(N2CC(C(=O)OCC(=O)NCc3ccccc3)CC2=O)cc1 (stereo unspecified) | i | -11 | i | 11 | -2 | 0.0 | i | i | 12 | i | i
CCCC(=O)C1=C(N2CCCC2)CC(C)(C)C(C(=O)OC)C1=O (stereo unspecified) | i | -29 | i | -5 | -1 | -0.2 | i | i | -13 | i | i
CC1CCCCC1NC(=O)CCC(=O)N1CCOc2ccc(Cl)cc21 (stereo unspecified) | i | -55 | i | 1 | 0 | 1.1 | i | i | -11 | i | i
N=c1c2c(-c3ccccc3)c(-c3ccccc3)n(Cc3ccco3)c2ncn1CCN1CCOCC1 | -9.9* | -10 | i | 1 | -6 | -0.1 | i | i | -14 | i | i
CN(C)CCCN(C(=O)c1cc(Cl)sc1Cl)c1nc2cc3c(cc2s1)OCO3 | -5.1* | -24 | i | 0 | 7 | 0.0 | i | i | 18 | i | i
COc1ccc(CC(=O)NNC(=S)NCC2CC2)cc1OC | i | -26 | i | -1 | -1 | 30* | i | i | 13 | i | i
Cc1ccc(C(=O)N/C(=C\c2sccc2C)C(=O)NCc2ccco2)cc1 | i | 12 | i | -1 | -3 | 0.2 | i | i | 1 | i | i
CC(=O)N1c2ccc(S(=O)(=O)N3CCCC(C(=O)NCc4ccc(Cl)cc4)C3)cc2CC1C (stereo unspecified) | i | -17 | i | -10 | 7 | 0.0 | i | i | 23 | i | i
O=C(CSCc1c(F)cccc1Cl)NCc1ccncc1 | i | 6 | i | 3 | -9 | -0.5 | i | i | 10 | i | i
O=C(O)c1ccc(Sc2ccccn2)c([N+](=O)[O-])c1 | i | -37 | i | -10 | 1 | 0.2 | i | i | -7 | i | i
CCC(=O)N1CCc2cc(S(=O)(=O)CCC(=O)N3CCCC(C)C3)ccc21 (stereo unspecified) | i | -25 | i | -5 | -1 | 2.5 | i | i | 14 | i | i
COc1cccc2cc(C(=O)NCc3ccco3)c(=Nc3ccc(C(=O)O)cc3)oc12 | i | 5 | i | 11 | -3 | 0.9 | i | i | -90 | i | i
CCOc1ccccc1NC(=O)Cc1c(F)cccc1Cl | i | -8 | i | -9 | -2 | -0.6 | i | i | -24 | i | i
Cc1ccnc(NS(=O)(=O)c2ccc(NC(=O)C34CC5CC(C)(CC(C)(C5)C3)C4)cc2)n1 | i | -31 | i | -2 | -1 | -0.5 | i | i | 8 | i | i
COc1ccc(NC(=O)c2ccc(COCC(F)(F)C(F)F)cc2)cc1 | i | -30 | i | 14 | 3 | 1.8 | i | i | -56 | i | i
CCOC(=O)c1ccc(NC(=O)Cn2nnc(-c3ccccc3)n2)cc1 | i | 8 | i | 3 | -1 | -1.8 | i | i | -7 | i | i
Cc1nc(C)n(C(C)CNC(=O)c2ccccc2)n1 (stereo unspecified) | i | -88 | i | -2 | -8 | -5.9 | i | i | -15 | i | i
COc1ccc(Cc2nnc(NC(=O)c3ccccc3[N+](=O)[O-])s2)cc1 | i | -19 | i | -10 | 3 | 0.1 | i | i | 2 | i | i
Cc1cc(C)n(Cc2cccc(C(=O)N/N=C/c3ccncc3)c2)n1 | i | -15 | i | 0 | 11 | -0.1 | i | i | 4 | i | i
O=C(O)CCC(=O)NNC(=O)c1cccc(Cl)c1 | i | -12 | i | -2 | -3 | 0.0 | i | i | -12 | i | i
COC(=O)c1c(/N=C/N(C)C)sc2c1CCN(c1ncc(C(F)(F)F)cc1Cl)C2 | i | -21 | i | 6 | 6 | -0.2 | i | i | 16 | i | i
CCOc1ccc2nc(SCC(=O)NCc3ccccc3OC)[nH]c2c1 | i | -16 | i | -6 | -6 | -0.6 | i | i | 8 | i | i
Cc1ccc(NC(=S)NCc2ccc(S(N)(=O)=O)cc2)c(C)c1 | i | -2 | i | 2 | 6 | -0.2 | i | i | 1 | i | i
O=C(CSc1nnc(CNC(=O)c2cccs2)o1)Nc1ccc2c(c1)OCO2 | i | -5 | i | 14 | -10 | -37 | i | i | 2 | i | i
Cc1[nH]n(-c2c(Cl)cc(Cl)cc2Cl)c(=O)c1C=Nc1ccc(S(=O)(=O)N2CCOCC2)cc1 | i | -21 | i | 1 | 12 | 0.0 | i | i | 1 | i | i
CCOC(=O)N1CCC(NC(=O)c2cc3ccccn3n2)CC1 | i | -6 | i | -3 | -3 | 0.0 | i | i | -4 | i | i
Cc1ccc(C(C)C)c(OCCCN2CCc3ccccc3C2)c1 | i | -27 | i | 1 | -4 | -1.6 | i | i | 13 | i | i
O=C(NCCO)/C(=C/c1ccco1)NC(=O)c1ccco1 | i | . | i | 3 | . | 0.3 | i | i | -17 | i | i
COc1ccc(O)c(C(=O)c2cnc3c(c2)c(-c2ccc(F)cc2)c(C#N)c(=O)n3C)c1 | i | -22 | i | 9 | 1 | -0.3 | i | i | -7 | i | i
O=C(OCC(=O)N1CCc2ccccc21)c1ccc(Cl)nc1 | i | -2 | i | -5 | 0 | 0.4 | i | i | -32 | i | i
O=C(O)c1ccn(COc2ccc(Br)cc2)n1 | i | -34 | i | 0 | 1 | -0.3 | i | i | 9 | i | i
O=C1CC(c2ccc(Cl)cc2)CC(O)=C1C=NCCN1CCNCC1 (stereo unspecified) | i | -23 | i | 0 | -3 | -2.8 | i | i | 13 | i | i
COc1ccc(-n2nc3ccc(N)cc3n2)cc1Cl | i | -55 | i | -1 | 2 | 0.7 | i | i | -33 | i | i
Cc1ccc(S(=O)(=O)c2nc(S(=O)(=O)c3ccc(C)cc3)c(NCc3ccco3)s2)cc1 | i | -12 | i | -2 | 0 | -0.3 | i | i | 15 | i | i
CCOc1cc(C(=O)NC(=S)Nc2ccc(Cl)c(C(=O)O)c2)cc(OCC)c1OCC | i | 28 | i | 12 | -2 | 0.9 | i | i | 19 | i | i
O=C(c1cccn2c(=O)c3cc(Cl)ccc3nc12)N1CCOCC1 | i | -9 | i | -5 | 2 | 0.0 | i | i | -23 | i | i
CC1(C(=O)OCC(=O)Nc2ccc3ccccc3c2)CC1(Cl)Cl (stereo unspecified) | i | -20 | i | -2 | 6 | 2.6 | i | i | -78 | i | i

Just KLF5 inhibitor, IEC-6 tox and TRPC6 inhibitor, for some of the entries so far:
SMILES | KLF5 inhibitor | IEC-6 tox | TRPC6 inhibitor
O=C(NCCO)/C(=C/c1ccco1)NC(=O)c1ccco1 | . | . | i
COc1ccc(O)c(C(=O)c2cnc3c(c2)c(-c2ccc(F)cc2)c(C#N)c(=O)n3C)c1 | -22 | 1 | i

Other entries:
SMILES | TRPC6 inhibitor | KLF5 inhibitor | TRPC4 act | SKKanGAS inh | IEC-6 tox | HIF activator | TRPC4 potent | TRPC6 act | aSyn UTR inh | TRPC4 block | MrgX1 antagonist
COc1ccccc1NC(=O)Nc1nc(CC(=O)NCc2c(F)cccc2F)cs1 | i | . | i | -13 | . | 0.3 | i | i | 10 | i | i
O=C(CC(=O)NCCc1ccccc1)NCCc1ccccc1 | i | -17 | i | 3 | 2 | -0.1 | i | i | 13 | i | i
CN(C)S(=O)(=O)c1cccc(C(=O)Nc2ccccc2)c1 | i | -30 | i | -1 | 1 | 0.7 | i | i | -35 | i | i
CCCCOC(=O)CSc1nc2c(c(=O)[nH]c(=O)n2C)n1C/C=C(\C)Cl | i | -35 | i | 8 | 2 | -0.3 | i | i | -1 | i | i
CCCC(=O)Nc1sc2c(c1C(=O)Nc1ccccn1)CCCC2 | i | 2 | i | 7 | -2 | 0.0 | i | i | -45 | i | i
Cc1ccc(NC(=O)COC(=O)c2cccc(N3C(=O)c4ccccc4C3=O)c2)cc1 | i | -31 | i | -3 | 5 | 0.1 | i | i | -10 | i | i
COCCc1nnc(NC(=O)Cc2ccccc2)s1 | i | 0 | i | 0 | 2 | 1.1 | i | i | -10 | i | i
CCOCCCNc1ncnc2c1nc1n2CCCC1 | i | -27 | i | -6 | -10 | -29 | i | i | -5 | i | i
COc1ccc(NC(=O)CSc2nc3c(c(=O)n2C)SCC3)cc1OC | i | -14 | i | -6 | 2 | 0.5 | i | i | 10 | i | i
O=S(=O)(Nc1cccc(-n2cnnn2)c1)c1cnc(Cl)c(Cl)c1 | i | 13 | i | 3 | 1 | 0.2 | i | i | -1 | i | i
CCc1noc(C)c1C(=O)N1CCN(S(=O)(=O)c2ccc(Br)cc2)CC1 | i | . | i | -2 | . | 0.9 | i | i | 9 | i | i
O=C(CSc1nnc(COc2ccccc2)o1)Nc1nccs1 | i | -23 | i | 6 | 6 | 0.3 | i | i | 14 | i | i
COC(=O)c1cc2oc(C)cc2n1CC(=O)N1CCCc2ccccc21 | i | 7 | i | -7 | 3 | 0.2 | i | i | 17 | i | i
CCOc1ccc(CNc2cccc(SC)c2)cc1 | i | -7 | i | -18 | 3 | 1.2 | i | i | -33 | i | i
CCOC(=O)CSc1nc2ccccc2c(=O)n1C1CCCC1 | i | 5 | i | 7 | -8 | 0.4 | i | i | 1 | i | i
CCn1c(CNc2ccc(Cl)cc2)nnc1SCc1ccccc1 | i | 1 | i | -1 | 5 | -2.9 | i | i | 1 | i | i
O=C(COc1ccc(Cl)cc1)NC1CC1 | i | -17 | i | 4 | -2 | -0.9 | i | i | 2 | i | i
O=C1c2ccccc2C(=O)N1OCc1cccc(Cl)c1 | i | -3 | i | -4 | 1 | 0.0 | i | i | -8 | i | i
O=S1(=O)NC2c3ccccc3CC2O1 (stereo unspecified) | i | -9 | i | -1 | 4 | -0.1 | i | i | -4 | i | i
Cc1ccc(C(C(=O)NCc2ccco2)N(CC2CCCO2)C(=O)Cn2nnc3ccccc32)cc1 (stereo unspecified) | i | -5 | i | -1 | 7 | 0.0 | i | i | -9 | i | i
Cc1cc(=O)oc(C)c1C(=O)N1CCN(c2ccc(F)cc2)CC1 | i | -35 | i | 2 | -1 | 0.5 | i | i | 0 | i | i
O=C(NCc1ccco1)C(=O)NCC(c1ccco1)N1CCOCC1 (stereo unspecified) | i | 6 | i | -1 | -4 | 0.4 | i | i | -2 | i | i
